GC-A act = GC-A stimulated cGMP production enhancers – HEK293 GC-A cells, cGMP TR-FRET, EC30 ANP, primary screen. activation, % at 10 µM. AID 1671463, 2021. 0% at EC30 ANP, 100% saturating ANP. Atrial natriuretic peptide receptor 1 (Homo sapiens), P16066. 370,000 tested, 0.14% active; in the data active = activation above about 40%
HGIII-sPLA2 inh = human group III sPLA2 inhibitors, primary screen, biochemical, QFRET, BODIPY PC-A2 liposome substrate; Group 3 secretory phospholipase A2 (Homo sapiens), Q9NZ20; QFRET BODIPY PC-A2 liposome hydrolysis, fluorescence; inhibition, % at 12.2 µM; 370,000 tested, 0.56% active; AID 743126, 2013;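 active = inhibition above mean plus 3 SD of compounds lying within the high and low control bounds, cut at about 19% in these data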;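 note: 0% = median of test compound wells and 100% = no enzyme DMSO wells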
Target sequence (Q9NZ20 whole entry, looked up): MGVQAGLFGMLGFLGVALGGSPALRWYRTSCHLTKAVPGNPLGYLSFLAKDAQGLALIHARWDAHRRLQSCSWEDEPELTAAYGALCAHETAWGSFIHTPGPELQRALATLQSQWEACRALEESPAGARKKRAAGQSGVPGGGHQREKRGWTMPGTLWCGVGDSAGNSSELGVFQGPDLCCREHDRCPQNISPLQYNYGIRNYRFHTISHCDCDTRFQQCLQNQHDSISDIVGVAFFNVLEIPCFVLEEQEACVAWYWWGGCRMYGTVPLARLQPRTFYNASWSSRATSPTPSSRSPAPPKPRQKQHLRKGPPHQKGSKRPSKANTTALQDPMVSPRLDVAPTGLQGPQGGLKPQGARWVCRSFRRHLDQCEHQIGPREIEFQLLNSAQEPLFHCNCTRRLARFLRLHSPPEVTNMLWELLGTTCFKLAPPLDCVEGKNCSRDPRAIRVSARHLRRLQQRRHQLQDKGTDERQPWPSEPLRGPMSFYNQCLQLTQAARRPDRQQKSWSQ
DAX1 inh-1 = DAX1 (NR0B1) inhibitors on StAR promoter, primary screen, cell-based, luminescence, SF-1 (NR5A1), full-length DAX-1; HEK293T StAR-luciferase reporter, SF-1/DAX-1 repression relief; inhibition, % at 6.8 µM; 370,000 tested, 1.1% active; AID 652010, 2013;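 active = inhibition above the mean over all tested compounds plus 3 SD, cut at about 3.6% in these data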;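 note: 0% = DAX-1 cells with DMSO and 100% = cells lacking DAX-1 with DMSO; higher inhibition means more luminescence from relief of DAX-1 repression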
hcDAF12 agonist = H. contortus DAF-12 nuclear receptor activators, primary screen, cell-based, luminescence, HEK293, lit1-tk-luc reporter; HEK293 hcDAF-12 lit1-tk-luc reporter; 0% DMSO, 100% Δ7-dafachronic acid; activation, % at 6.8 µM; 370,000 tested, 1.4% active;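 active = activation above the mean of all tested compounds plus 3 SD, cut at about 5.5% in these data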;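 note: 100% = response to 3 µM Δ7-dafachronic acid high control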
ssDAF12 agonist = S. stercoralis DAF-12 nuclear receptor activators, primary screen, cell-based, luminescence, HEK293, GRIP1 co-expression, lit1-tk-luc; HEK293 ssDAF-12/GRIP1 lit1-tk-luc reporter; % of 3 µM dafachronic acid response; activation, % at 6.8 µM; 370,000 tested, 1% active; AID 652126, 2013;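 active = activation above the mean over all tested compounds plus 3 SD, cut at about 0.9% in these data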;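 note: 0% = DMSO-only wells and 100% = 3 µM delta7-dafachronic acid wells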
SMARCA2 act = SMARCA2 (BRM) function activators, primary screen, cell-based, luminescence, high throughput | activation, % at 9.1 µM | MG213 cells, MMTV-luciferase reporter, dexamethasone, overnight | AID 652017, 2013 | 370,000 tested, 1% active; in the data active = activation above about 7.8%;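 note: 0% = vehicle wells and 100% = reference activator wells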
proKLK7 act = proKLK7 zymogen activators, primary screen, biochemical, fluorescence intensity. Kallikrein-7 (Homo sapiens), P49862. activation, % at 7 µM. purified proKLK7, EDANS-DABCYL substrate fluorescence; 100% is mature enzyme control, 0% vehicle. 370,000 tested, 0.9% active;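 active = activation above the mean of all tested compounds plus 3 SD, computed per campaign excluding outliers beyond control limits, cut at about 13% in these data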
Target sequence (P49862 whole entry, looked up): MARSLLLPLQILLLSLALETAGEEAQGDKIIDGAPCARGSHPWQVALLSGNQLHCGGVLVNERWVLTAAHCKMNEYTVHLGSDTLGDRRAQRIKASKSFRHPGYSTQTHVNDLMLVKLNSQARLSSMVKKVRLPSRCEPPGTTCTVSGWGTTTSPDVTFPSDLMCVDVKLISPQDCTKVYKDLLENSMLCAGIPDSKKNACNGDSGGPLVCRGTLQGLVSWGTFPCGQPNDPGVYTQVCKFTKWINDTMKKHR
GAA850 FXN act = FXN promoter activators, primary screen, cell-based, luciferase luminescence, HEK293 lucGAA850 | activation, % at 6 µM | AID 540364, 2011 | 360,000 tested, 0.56% active | HEK293 lucGAA850 FXN promoter luciferase reporter, 24 h; percent of 10 µM SAHA response;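 active = activation above the average of all compounds screened plus 3 SD, cutoff fixed separately per campaign, cut at about 7.5% in these data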;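 note: 0% = DMSO wells and 100% = 10 µM SAHA wells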
DAX1 inh-2 = DAX1 (NR0B1) inhibitors, primary screen, cell-based, HEK293, Gal4-DAX1, luciferase luminescence; Nuclear receptor subfamily 0 group B member 1 (Homo sapiens), P51843; HEK293 Gal4-DAX1 luciferase reporter; inhibition, % at 6.75 µM; 340,000 tested, 0.99% active; AID 504766, 2011;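 active = inhibition above the mean over all tested compounds plus 3 SD, cut at about 4.2% in these data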;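 note: 0% = DAX1-transfected cells with DMSO and 100% = empty-vector control cells with DMSO; inhibition shows as a rise in luminescence from relieved DAX1 repression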
Target sequence (P51843 207-470 limits assumed): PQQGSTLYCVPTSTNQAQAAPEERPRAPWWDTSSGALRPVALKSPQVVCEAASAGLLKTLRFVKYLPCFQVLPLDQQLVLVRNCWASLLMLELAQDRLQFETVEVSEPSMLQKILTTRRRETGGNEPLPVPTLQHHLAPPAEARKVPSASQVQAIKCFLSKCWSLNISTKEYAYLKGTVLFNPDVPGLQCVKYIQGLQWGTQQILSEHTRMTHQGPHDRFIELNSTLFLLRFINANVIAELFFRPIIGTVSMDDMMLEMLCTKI
hgDAF12 agonist = H. glycines DAF-12 receptor agonists, primary screen, cell-based, luminescence, HEK293, GAL4 fusion, UAS-luciferase. 370,000 tested, 1.8% active. HEK293 GAL4-hgDAF12 UAS-luciferase reporter, agonist luminescence; normalized to butyrate control. activation, % at 6.8 µM. Nuclear hormone receptor DAF-12 (Heterodera glycines), GAL4 fusion;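 active = activation above a cutoff set at the mean of all screened compounds plus 3 SD, cut at about 10% in these data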;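 note: 0% = DMSO wells and 100% = sodium butyrate wells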
GC-B act = human GC-B receptor activators, primary screen, HEK293 GC-B cells, cGMP TR-FRET, EC30 CNP | Atrial natriuretic peptide receptor 2 (Homo sapiens), P20594 | AID 1920062, 2024 | activation, % at 10 µM | 370,000 tested, 0.11% active | 0% at EC30 CNP, 100% saturating CNP;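 active = activation at 10 µM reaching about 35% in either raw or pattern-adjusted values, limit read from the data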
The depositor's hits bear a star; / = no result given. Rows are unselected. About 6.7% of those tested had a hit in this group.

Values run as follows: GC-A act, HGIII-sPLA2 inh, DAX1 inh-1, hcDAF12 agonist, ssDAF12 agonist, SMARCA2 act, proKLK7 act, GAA850 FXN act, DAX1 inh-2, hgDAF12 agonist, GC-B act
O=C(CSc1nccc(=O)[nH]1)Nc1ccc2ccccc2c1
  -1, -6, 2.2, 3.5, 0.4, -2, 0.4, 0.7, 1.8, 5.2, -2
Cc1cccc(NC(=O)/C(C#N)=C/c2cn(CC(=O)NCc3ccco3)c3ccccc23)c1C
  -3, -1, -0.7, -4.5, -1.9, -1, 1.6, 2.5, -0.5, -4.2, -2
Cc1cc(-c2ccccc2)c2c(=O)n(-c3ccccc3)[nH]c2n1
  -6, 1, 0.0, -0.5, -1.3, 5, -0.3, 1.1, 0.5, -1.0, 0
CC(=O)Nc1ccc(S(=O)(=O)N(C)CC(=O)Nc2ccc(F)c(F)c2F)cc1
  -3, -6, 0.4, -1.2, -1.1, 4, 0.2, 2.2, -0.7, -0.8, 4
C/C(CC(=O)Nc1ccccc1Cl)=N\NC(=O)C(=O)NCCO
  1, 5, 0.0, -0.8, -1.2, -5, 0.5, -0.6, 1.9, -0.6, 5
O=C1NC(c2ccccc2)=CC(c2ccccc2O)N1 (stereo not given)
  3, 5, 0.0, -1.2, -1.1, -1, -0.2, 0.2, 0.0, 1.4, -3
COc1ccc(C(CCNCc2ccc(N(C)C)cc2)c2ccccc2)cc1 (stereo not given)
  -53, 5, -0.8, -3.0, -1.5, -2, -0.1, 1.9, 2.0, -2.0, -19
CC1CCCCN1C(=O)CSc1nnc2c(n1)[nH]c1ccccc12 (stereo not given)
  1, 5, 1.7, 0.3, -0.5, -2, 0.0, 0.2, -0.1, -2.3, -3
CNC(=O)c1ccc(NC(=O)c2cc(S(=O)(=O)N3CCOCC3)ccc2N2CCCC2)cc1
  -2, 12, 0.6, 0.1, -1.4, -3, -0.5, -1.0, 0.8, -0.3, 1
C(=C\c1ccccc1)/CSc1nnc(-c2ccccc2)n1Cc1ccco1
  -17, -16, -2.3, 0.4, -1.9, 0, 0.7, -3.7, -0.4, -3.5, -20
CC(C)NC(=O)N(O)C1N(Cc2ccc3c(c2)OCO3)C(=S)SC1(C)C (stereo not given)
  -11, -1, -0.3, -1.2, -1.5, 0, 0.4, -2.0, 1.0, -0.8, -17
Cc1ccccc1S(=O)(=O)Cc1ccc(C(=O)N2CC(C)CC(C)C2)o1 (stereo not given)
  3, -9, -1.1, -3.1, -0.9, -1, 0.6, 0.2, 0.0, 0.5, -1
CS(=O)(=O)N1CCCC(C(=O)NCc2ccco2)C1 (stereo not given)
  /, 20*, 0.4, -2.4, -1.6, 1, 0.3, 0.3, 0.2, -5.1, /
O=C1c2cccc3cccc(c23)C(=O)N1Cc1ccco1
  1, -4, -1.0, -1.6, -0.1, -2, -0.2, 1.5, 0.6, -4.2, 1
CC(=O)Nc1cccc(-c2ccnc3c2CC(C(=O)NCC2CC2)O3)c1 (stereo not given)
  1, 5, -2.0, -0.5, 0.2, -8, -0.5, -1.3, /, -1.9, -2
CC[C@]1(C(=O)OC)[C@H]2C(=O)N(Cc3ccccc3)C(=O)[C@H]2[C@H]2CN=C(SCC(=O)c3ccccc3)N21
  0, -25, -1.4, -2.0, -1.3, -2, 0.6, 6.6, -1.7, 2.3, -4
Cc1ccc(Cn2nnc3c(=O)[nH]c(C4CCCN(C(=O)c5ccco5)C4)nc32)cc1 (stereo not given)
  4, -14, -0.3, 1.8, -0.7, 0, 0.0, 0.6, 1.5, -1.3, 7
O=C(CCC(=O)N1CCOc2ccccc21)NC1CCCCCC1
  4, 0, 1.6, 1.1, -1.1, 0, 0.2, 0.5, -0.6, 3.1, 3
N#CC(c1nc2ccccc2nc1N1CCOCC1)S(=O)(=O)c1ccccc1 (stereo not given)
  5, 8, 0.0, 0.7, -1.9, -7, 0.5, 0.9, -2.1, -1.3, 4
CN(C)S(=O)(=O)c1ccc(NC(=O)c2cc(F)c(F)cc2Cl)cc1
  -2, -8, -1.3, -1.7, -1.1, -1, -0.2, 3.4, -1.2, 0.9, 3

Additional compounds follow:
SMILES,GC-A act,HGIII-sPLA2 inh,DAX1 inh-1,hcDAF12 agonist,ssDAF12 agonist,SMARCA2 act,proKLK7 act,GAA850 FXN act,DAX1 inh-2,hgDAF12 agonist,GC-B act
CCN(CC)S(=O)(=O)c1ccc(-c2nnc(SC)o2)cc1,4,-3,-0.3,-0.9,-1.3,-2,0.2,-1.0,-0.8,0.5,-1
CCOc1cc(C(=O)OCC(=O)Nc2cccc(C)c2)ccc1OCC(=O)N1CCOCC1,0,2,-0.2,-1.1,-1.2,1,-0.2,-0.1,0.2,-1.3,-3
O=C1CCCCC1C(=O)c1cn(-c2ccc(Cl)c(Cl)c2)nn1 (stereo not given),-1,-6,-1.4,0.9,-1.5,1,0.7,-0.3,-0.5,0.3,-7
C[C@H]1COc2c3ccccc3nn21,2,6,1.7,1.7,-0.8,1,0.1,/,/,-0.1,2
O=C(NCC1CCCO1)c1cn(-c2ccccc2)nc1-c1ccc(F)cc1 (stereo not given),-3,-2,0.7,-1.6,-1.4,0,0.2,2.6,0.2,4.8,-1
CC(C)CNC(=O)c1cccc(NC(=O)c2ccc(NC(=O)c3ccco3)cc2)c1,0,2,0.0,-4.6,-1.6,0,5.6,2.1,-2.2,-4.5,-4
COc1cccc(-n2nnnc2SCC(=O)c2ccc(NC(C)=O)cc2)c1,1,-24,-0.5,-1.1,-0.8,-3,0.5,3.4,-0.6,-0.2,-2
Cc1cc(C(=O)COC(=O)c2nccnc2N)c(C)n1C,-3,1,2.1,3.4,-1.2,7,0.3,9.1*,0.8,8.0,0
O=C(c1ccncc1)N1CCN(c2cc(-c3ccccc3)nc3cc(-c4cccc(Cl)c4)nn23)CC1,-9,4,-1.1,-0.6,-1.2,-3,-2.5,1.1,0.6,2.7,-3
Cc1ccc(C)c(S(=O)(=O)N2CCCOC2CNC(=O)C(=O)NCCCN2CCOCC2)c1 (stereo not given),2,4,0.2,-0.3,-0.9,-1,0.0,2.5,-0.7,1.9,-3
Cc1ccc(NC(=O)CN(C)C(=O)CCSc2ccc(F)cc2)cc1,3,-10,-0.9,-0.6,-1.1,0,0.1,1.7,0.0,-3.2,1
CC(=O)Nc1ccc(Cl)c(C(N)=O)c1,2,7,0.7,0.0,-1.5,4,0.5,4.3,2.4,0.2,-2
COc1ccc(CN(C(=O)c2nsc(Cl)c2Cl)C(C(=O)NC2CCCC2)c2ccc(C)cc2)cc1 (stereo not given),-15,-5,-0.8,-0.4,-1.6,-4,-0.8,0.5,-1.7,-3.5,-12
O=C(O)c1cc2[nH]c3c(c2cc1Cl)CCCC3,-1,3,0.4,0.7,-1.2,-2,-0.2,1.1,2.0,1.6,2
O=C(CSc1n[nH]c(-c2ccccn2)n1)Nc1ccc(Cl)cc1,0,-9,-1.9,-3.9,-1.4,-3,-1.0,-4.0,-2.0,-4.1,-2
O=C(CN1CCN(C(=O)C2CCCO2)CC1)Nc1cc(C(F)(F)F)ccc1Cl (stereo not given),3,2,-1.8,-1.4,-0.6,-1,0.8,1.4,-0.5,-3.3,2
CCOC(=O)c1cc(S(=O)(=O)NC2CCCCC2)cn1C,5,-4,-0.4,-1.9,-0.7,0,0.1,-0.7,0.0,0.9,3
Cc1noc(NS(=O)(=O)c2ccc(NC(=O)c3ccccc3NS(=O)(=O)c3ccc(F)cc3)cc2)c1C,-3,-31,0.9,0.5,-0.9,-1,0.7,0.2,-0.2,-1.5,0
C/C(=C\c1ccccc1)C(=O)NCCN1CCOCC1,0,-1,0.2,0.7,-1.5,7,-1.1,1.1,0.5,2.6,-6
CC1(C(=O)NCc2ccc(F)c(F)c2)Cc2c(-c3cccc(C(F)(F)F)c3)ccnc2O1 (stereo not given),-6,-1,-0.1,-2.5,-1.6,-2,0.6,2.1,/,-0.8,-1

Profiles, quoted from the list. Order of values: GC-A act	HGIII-sPLA2 inh	DAX1 inh-1	hcDAF12 agonist	ssDAF12 agonist	SMARCA2 act	proKLK7 act	GAA850 FXN act	DAX1 inh-2	hgDAF12 agonist	GC-B act
`COc1ccc(CN(C(=O)c2nsc(Cl)c2Cl)C(C(=O)NC2CCCC2)c2ccc(C)cc2)cc1` (stereo not given) is listed with -15	-5	-0.8	-0.4	-1.6	-4	-0.8	0.5	-1.7	-3.5	-12
`Cc1noc(NS(=O)(=O)c2ccc(NC(=O)c3ccccc3NS(=O)(=O)c3ccc(F)cc3)cc2)c1C` is listed with -3	-31	0.9	0.5	-0.9	-1	0.7	0.2	-0.2	-1.5	0

(listing goes on)
SMILES,GC-A act,HGIII-sPLA2 inh,DAX1 inh-1,hcDAF12 agonist,ssDAF12 agonist,SMARCA2 act,proKLK7 act,GAA850 FXN act,DAX1 inh-2,hgDAF12 agonist,GC-B act
CC(=O)Nc1ccc(NC(=O)c2c(C)nn(Cc3ccccc3)c2Cl)cc1,-6,1,0.1,-1.3,-1.5,0,0.1,1.5,-0.6,1.0,-6
Cc1c(CC(=O)O)c(=O)oc2c(C)c(OCc3nn[nH]n3)ccc12,-1,4,0.1,-0.4,-0.7,-1,2.1,1.3,-0.2,-2.3,-2
CCN(CC)CC(=O)N1c2ccccc2Sc2ccc(Cl)cc21,-23,3,-0.2,-1.9,-1.1,5,0.5,-0.9,1.0,-1.2,-20
Cc1noc(C)c1S(=O)(=O)N(CC(=O)N1CCc2ccccc21)c1ccc(C(C)C)cc1,0,0,-0.6,0.4,-0.2,-1,-0.5,-0.6,0.8,-0.1,6
COc1ccc(Br)cc1S(=O)(=O)N(CC(=O)N1CCOCC1)c1ccccc1,-10,10,-0.1,-1.4,0.2,-3,0.5,-1.0,-1.1,-0.3,-6

High-throughput results (PubChem)
